AmpC detergent – qHTS Inhibitors of AmpC Beta-Lactamase (assay with detergent). P00811. AmpC hydrolysis of nitrocefin, absorbance 480 nm, 0.01% Triton. Potency, µM (series often up to 114 µM), without a hit: at the top dose activity change, negative = inhibition, hits mostly inhibitors. hit rate 0.041% among 370,000. AID 485294, 2010;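 note: potency is the fitted concentration of half-maximal effect; 0% = no-compound wells and -100% = no-enzyme wells; nearly all actives have a fitted effect of over 25% in size; some results filed as inactive show a strong effect at the top dose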
Target sequence (P00811 whole entry, looked up): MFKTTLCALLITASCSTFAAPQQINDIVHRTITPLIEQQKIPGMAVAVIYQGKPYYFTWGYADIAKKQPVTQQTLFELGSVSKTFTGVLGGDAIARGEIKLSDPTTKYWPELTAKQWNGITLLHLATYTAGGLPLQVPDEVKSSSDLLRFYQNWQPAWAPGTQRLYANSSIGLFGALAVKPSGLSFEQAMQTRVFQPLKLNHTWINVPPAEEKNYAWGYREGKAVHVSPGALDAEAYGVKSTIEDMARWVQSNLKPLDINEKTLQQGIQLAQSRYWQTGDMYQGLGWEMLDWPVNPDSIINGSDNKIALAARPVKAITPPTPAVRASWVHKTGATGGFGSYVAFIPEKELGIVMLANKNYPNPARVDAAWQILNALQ
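AmpC (5.3 nM in the dispensed reagent) in 20 mM phosphate pH 7.0 with 0.01% (detergent screen) or 0.0001% Triton X-100 was preincubated with compounds for 15 min at room temperature. Nitrocefin was then added from an 800 uM solution, and hydrolysis was followed at 480 nm.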
HCV inh – qHTS Assay for Inhibitors of Hepatitis C Virus (HCV) | Huh7.5.1 HCVcc-Cre infection, luciferase reporter, 44 h | Potency, µM (titrated, usually from 41.8 µM), without a hit: at the top dose activity change, negative = inhibition, usual class: inhibitors | hit rate 3.4% among 340,000; note: potency is the fitted concentration of half-maximal effect
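Infectious HCVcc-Cre (~0.5 moi) was added to cells just after compound, with cells seeded 4 h earlier at 1,000 per well. Luciferase activity after 44 h culture reported infection; substrate was incubated 15 min at room temperature before reading.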
AMA1 RON2 block – qHTS for Inhibitors of AMA1-RON; Towards Development of Antimalarial Drug Lead: Primary Screen | AlphaScreen AMA1-biotinylated RON2 peptide binding | Potency, µM (highest dose often 58.2 µM), for the others: at the highest dose activity change, negative = inhibition, hits mostly inhibitors | Plasmodium falciparum AMA1 (3D7) - RON2 peptide interaction | hit rate 0.2% among 360,000;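 note: potency is the fitted concentration of half-maximal effect; 0% = vehicle wells and -100% = peptide control; nearly all actives have a fitted effect of over 45% in size; some results filed as inactive show a strong effect at the top dose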
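AMA1 (3D7) with his tag at 25 nM final met compounds first, then biotinylated RON2 peptide at 25 nM; detection used donor plus acceptor beads, 10 µg/mL apiece, read by AlphaScreen after 30 min at room temperature.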
HCMV inh – qHTS Assay for inhibitors of the human cytomegalovirus (HCMV) | HFF cells, HCMV-luciferase reporter, 72 h; active compounds read low | activity change, negative = inhibition, % at 57.5 µM | hit rate 4.5% among 410,000 | AID 1259415, 2018; in the data active = activity change below about -60%; inconclusive = no clear call, values can overlap the other calls; inactive = above about -39%
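After 16 h attachment at 37C, HFF cells received test compound and HCMV-luciferase (1 PFU/cell); reporter luminescence read 72 h later, data normalized against buffer-only and known inhibitor Salinomycin.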
Sm TGR block – qHTS Assay for the Inhibitors of Schistosoma Mansoni Peroxiredoxins; Schistosoma mansoni thioredoxin glutathione reductase (TGR), Q962Y6; purified TGR, DTNB reduction, TNB absorbance 405 nm; Potency, µM (top dose mostly 114 µM), for inactives: at the highest dose activity change, negative = inhibition, hits mostly inhibitors; hit rate 3% among 360,000; note: potency is the fitted concentration of half-maximal effect; nearly all actives have a fitted effect of over 60% in size
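First, TGR (20 nM dispensed) and NADPH were mixed with compound. Second, a 15 min room-temperature incubation followed. Third, further NADPH and then DTNB were added to start the reaction. Finally, TNB absorbance was monitored kinetically.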
FBPA Giardia inh – qHTS Assay for Inhibitors of Fructose-1,6-bisphosphate Aldolase from Giardia Lamblia; purified Giardia FBPA; hit rate 0.71% among 290,000; AID 2451, 2010; Potency, µM (doses to about 59.6 µM), inactives show top-dose activity, negative = inhibition, usual class: inhibitors; A8B2U2; note: potency is the fitted concentration of half-maximal effect; nearly all actives have a fitted effect of over 55% in size
Target sequence (A8B2U2 whole entry, looked up): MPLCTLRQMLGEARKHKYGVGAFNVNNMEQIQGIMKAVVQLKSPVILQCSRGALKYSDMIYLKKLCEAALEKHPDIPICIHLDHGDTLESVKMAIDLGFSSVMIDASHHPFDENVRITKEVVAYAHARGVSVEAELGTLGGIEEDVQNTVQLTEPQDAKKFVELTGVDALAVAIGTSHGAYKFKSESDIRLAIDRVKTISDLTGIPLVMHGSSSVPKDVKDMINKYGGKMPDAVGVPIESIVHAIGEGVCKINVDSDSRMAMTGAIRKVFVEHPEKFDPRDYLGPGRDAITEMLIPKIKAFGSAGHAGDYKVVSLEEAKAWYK
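40 nM FBPA preincubated 10 min at RT with compound (up to 57.5 uM final), then substrate plus GAPDH/TPI/NAD/arsenate coupling and diaphorase/resazurin added. Fluorescence read after 20 min at RT, 525/598 nm.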
Numbers without * were called inactive; u = inconclusive; x = not tested or not shown; & = joins results of further samples; [ ] = remark or other dose. Unless noted, calls come from the whole dose curve; as a rule, active = well fitted curve in the direction sought with a large enough effect; inconclusive = small, poorly fitted or top-dose-only effect, or another doubt; inactive = no such curve, though single readings can be large; an effect the other way counts as inactive or inconclusive. Unless noted, % is set by controls: 0 for no effect and ±100 for the full control effect.

Molecule,AmpC detergent,HCV inh,AMA1 RON2 block,HCMV inh,Sm TGR block,FBPA Giardia inh
CCCC(C(=O)O)N1C(=O)/C(=C/c2cccn2C)SC1=S (stereo unspecified),1%,8%,-2%,-39,-19%,-4%
O=C(CN1C(=O)C2CCCCC2C1=O)N1CCN(c2ncccn2)CC1 (stereo unspecified),-4%,2%,-16%,8,-14%,1%
CCOc1ccc(NC(=S)N(CCOC)C(C)c2cccnc2)cc1 (stereo unspecified),5%,0%,-16%,-26,0%,0%
O=C(CSc1nc2ccccc2n1CC(=O)Nc1ccc(F)cc1F)Nc1ccc(F)cc1,1%,x,x,1,-20%,x
COc1ccc(C(OC(=O)c2ccco2)C(=O)NCC2CCCO2)cc1 (stereo unspecified),u,-20%,u,-22,3%,-1%
O=C(Nc1nc2c(F)c(F)c(F)cc2s1)c1ccco1,u,2%,15%,73,5%,1%
Cc1cccc(CCNS(=O)(=O)c2cc3c(cc2C)NC(=O)CO3)c1,-11%,-25%,25%,-17,-7%,-3%
CCCCSc1nnc(-c2cc3c(C(F)(F)F)nn(C)c3s2)n1C,-5%,-15%,7%,-22,-14%,-1%
CCN(C(=O)CSc1nnnn1C)C1CCCCC1,x,4%,-11%,-2,x,x
COc1ccc(NC(=O)CSc2nc3ccccc3nc2N2CCC(C)CC2)cc1,20%,x,x,u,9%,x
CCCCN(C(=O)C1=NN(c2ccccc2)C(=O)CC1)c1c(N)n(CCC)c(=O)[nH]c1=O,x,22%,-6%,-11,x,x
O=C1CC(N2CCN(c3ccc(O)cc3)CC2)C(=O)N1c1ccc2c(c1)OCO2 (stereo unspecified),5%,13%,-7%,-30,x,u
Cc1c(Cl)cnc(NC(=O)COC(=O)C(NC(=O)c2ccco2)C(C)C)c1Cl (stereo unspecified),0%,-17%&-1%,25%,-25,35µM*,-10%
O=C(COc1ccc(Cl)cc1Cl)Nc1ccc(-c2ccc(N3CCOCC3)nn2)cc1,0%,-9%,7%,-12,0%,x
COCCNC(=O)CCc1c(C)nc2c(c(C)nn2-c2ccc(C)cc2)c1C,3%&19%,-9%,10%,-12&43,18%&-1%,-1%
COc1ccc(N2CC(NC(=O)NC(C)(C)C)CC2=O)cc1 (stereo unspecified),u,-2%,5%,u,-5%,0%
COc1cc(OC)cc(C(=O)Nc2ccc(N(C)C)c3ccccc23)c1,-1%,-30%,0%,16,0%,0%
COc1ccccc1CNC(=O)CCS(=O)(=O)c1ccc2c(c1)CC(C)N2C(=O)C1CC1 (stereo unspecified),3%&16%,-18%,-1%,-33&69,-6%&2%,x
CCN(CC)S(=O)(=O)c1ccc(Cl)c(NC(=O)COC(=O)c2ccc(O)cc2)c1,-10%,u,-14%,3,-4%,-1%
Cc1cc(Cl)ccc1OCC(=O)N/N=C/c1ccncc1,1%,-5%,-11%,-21,22%,-2%
CSc1ccccc1C(=O)NC1CCCC1,u,x,36%[activator],60,-1%,5%
O=C(c1cc([N+](=O)[O-])ccc1N1CCOCC1)N1CCN(c2ccc([N+](=O)[O-])cc2)CC1,-17%,2%,-26%,-14,-1%,x
Cc1ccc(Cn2nnc3c(=O)[nH]c(C4CCN(S(=O)(=O)c5ccc(F)cc5)CC4)nc32)cc1,u,18%&6%,-4%,62,4%,5%
CCOc1ccc2c(c1)c(=O)c(S(=O)(=O)c1ccc(Cl)cc1)cn2Cc1ccccc1C,-2%,x,x,-5,-8%,x
O=C(Nc1ccc(-c2csnn2)cc1)C(Cl)(Cl)Cl,-6%,u,0%,-4,1%,-1%
CC[N+](CC)(CC)CCCOC(=O)C(O)(c1ccccc1)C1CCCCC1 (stereo unspecified),1%,12%,-8%,-15,3%,3%
Cc1ccc(NC(=O)C2CCN(C(=O)OC(C)(C)C)CC2)cc1S(=O)(=O)N1CCCCC1,8%,u,0%,-27,-2%,x
O=C(CNC(=O)c1ccccc1F)NCCc1ccc(Cl)cc1Cl,-3%,10%,6%,-36,1%,-4%
COc1ccccc1NC(=O)c1ccc(NC(=O)c2ccc(=O)[nH]c2)cc1,1%,-2%,8%,-7,-11%,x
Cc1onc(-c2ccccc2)c1C(=O)Nc1ccc2c(c1)OCCO2,-9%,7%,2%,-2,-3%,9%
NS(=O)(=O)c1ccc(N/C=C\C(=O)c2cccc3ccccc23)cc1,u,-29%,-11%,50,-2%,-3%
COC(=O)NCc1ccc(CNC(=O)OC)cc1,0%,5%,-14%,8,3%,6%
CCc1ccc(C(=O)Nc2ccc3nc(C)ccc3c2)cc1,-1%,u,5%,83,-1%,-6%
CN(C)c1ccc(C(CNS(=O)(=O)c2ccc(Cl)cc2)N2CCCC2)cc1 (stereo unspecified),-9%,x,x,-6,-1%,x
CC(C)(C)c1ccc(-c2nc(C#N)c(NCc3cccnc3)o2)cc1,u,-3%,-12%,28,0%,0%
CCN1/C(=C2\C(=O)N(C)C(=S)N2c2ccccc2)C=Cc2ccccc21,-5%,u,u,-11,-15%,-9%
COc1ccc(CCNC(=O)CCc2nnc(Cc3ccc4c(c3)OCO4)o2)c(OC)c1,-14%,x,-12%,u,u,9%
O=C(Cc1ccc(S(=O)(=O)N2CCOCC2)s1)Nc1ccccc1N1CCCC1,u,-10%,5%,u,u,-13%
CC(/C=C/c1cccc([N+](=O)[O-])c1)=N\NC(=O)c1ccncc1,-7%,13%,52%[activator],-12,1%,8%
Clc1nc(-c2ccccc2)ncc1Oc1ccccc1,x,u,129%[activator],-19,x,x
O=C(NC1CCCCCC1)C(=O)NC1CC1,-7%,5%,0%,31,-16%,10%
COc1cc(C(=O)N2CC(=O)Nc3ccc(C)cc3C2c2ccc(F)cc2)cc(OC)c1OC (stereo unspecified),4%,x,x,16,4%,x
COCCNS(=O)(=O)c1cc(OC)c(Cl)cc1Cl,u,-13%,x,15,5%,-1%
CC1CCC(C(C)C)C(OC(=O)COC(=O)c2ccc(=O)[nH]c2)C1 (stereo unspecified),-10%,8%,-20%,u,-10%,17%
O=C(CN1CCOCC1)Nc1cccc(C(F)(F)F)c1,x,19%,-8%,-8,x,x
CCCCCNC(=O)Cc1ccc(OC)cc1,9%,15%,-4%,0,2%,2%
CCc1nnc2n1N=C(c1ccc([N+](=O)[O-])cc1)CS2,2%,20%,-13%,39,-28%,-5%
CCOC(=O)[C@H]1[C@H]2COc3cc(OC)ccc3[C@@H]2N2C(=O)CN(Cc3ccc(Cl)cc3)C(=O)[C@@]12C,x,2%,-6%,-13,x,x
CC(C)CNS(=O)(=O)c1ccc(C(=O)Nc2ccc3c(c2)OCO3)cc1,5%,-27%,26%,-13,1%,-1%
COc1cc(OC)c(NC(=O)c2cnn(-c3cccc(Cl)c3C)c2C2CCN(C(=O)OC(C)(C)C)CC2)cc1Cl,-6%,x,x,6,-1%,x
CC(C)n1c(=S)[nH]c2c1c(=O)[nH]c(=O)n2C,0%,18%,-11%,14,-3%,16µM*
COc1ccc(C2=NS(=O)(=O)N(C)C(C(=O)NCc3ccc4c(c3)OCO4)=C2)cc1OC,-10%,-14%,-11%,-4,0%,6%
Cc1noc(C)c1S(=O)(=O)Nc1ccc(C(=O)NC2CCCCCC2)cc1,-2%,5%,1%,29,3%,9%
CC(C)(C)CN1C(=O)C(=O)NC[C@H]1Cc1ccc(O)cc1,0%,21%,-4%,9,-12%,-1%
Cc1sc2ncn(CC(=O)NCC(=O)N(C)Cc3ccccc3)c(=O)c2c1C,u,-1%,-10%,-9,4%,-4%
CCc1ccc(CNC(=O)Cn2ccc3cc(S(=O)(=O)N4CCCCCC4)ccc32)cc1,8%,x,x,4,-4%,x
Nc1cc(S(=O)(=O)N2CCOCC2)ccc1Oc1cccc(Br)c1,-1%,5µM*,-22%,-77*,5%,x
Cc1ccc(C)c(NC(=O)CC2NCCNC2=O)c1 (stereo unspecified),-2%,x,x,-3,7%,x
COc1cccc2c(=O)n(CC(=O)Nc3ccccc3)ccc12,-11%,24%,-4%,34,17%,2%
Cc1oc2ccc(OC(C(=O)O)c3ccccc3)cc2c1C(=O)O (stereo unspecified),-1%,20%,5%,-5,0%,-10%

Three of the compounds above, with values under each structure.
Sequence of screens – AmpC detergent | HCV inh | AMA1 RON2 block | HCMV inh | Sm TGR block | FBPA Giardia inh
> Nc1cc(S(=O)(=O)N2CCOCC2)ccc1Oc1cccc(Br)c1
    -1% | 5µM* | -22% | -77* | 5% | x
> Cc1ccc(C)c(NC(=O)CC2NCCNC2=O)c1 (stereo unspecified)
    -2% | x | x | -3 | 7% | x
> COc1cccc2c(=O)n(CC(=O)Nc3ccccc3)ccc12
    -11% | 24% | -4% | 34 | 17% | 2%

Continuation:
Molecule,AmpC detergent,HCV inh,AMA1 RON2 block,HCMV inh,Sm TGR block,FBPA Giardia inh
COc1cc(CCC(=O)OCC(=O)Nc2ccc(F)cc2F)cc(OC)c1OC,16%,-14%,26%,20,8%,-4%
C=CCn1c(-c2ccc(C)cc2)nc2ccccc21,u,u,19%,-24,-4%,-1%
CCCSc1nnc(Cn2c(=O)sc3ccccc32)n1-c1ccccc1,-3%,-22%,-7%,-15,2%,3%
COC(=O)c1ccccc1Sc1c(/C=N/OC(=O)c2ccccc2)c(C(F)(F)F)nn1C,-5%,-3%,3%,27,1%,-2%
Cc1ccccc1Cc1c(C)nc2nc(SCC(=O)NCc3ccco3)nn2c1C,-10%,u,-16%,0,25µM*,-2%
CCOC(=O)CNC(=O)CSc1nnc(-c2ccco2)n1Cc1ccco1,-14%,-1%,-3%,3,25µM*,-2%
O=c1ccc(-c2ccc(S(=O)(=O)NCC3CCN(Cc4ccccc4F)CC3)s2)n[nH]1,1%,-13%,-4%,-34,6%,x
COc1cccc(CC2(CO)CCCN(Cc3ccc(CN4CCCCC4)s3)C2)c1 (stereo unspecified),4%,u,-20%,u,3%,0%
COC(=O)[C@@]1(Cc2ccc(OC)cc2)[C@H]2c3cc(C(=O)N4CCCC4)n(Cc4ccccn4)c3C[C@H]2CN1C(=O)c1ccccc1,x,x,59%[activator],-10,x,-8%
COc1cc2c(cc1OC)C(c1ccc(Br)cc1)NCC2 (stereo unspecified),x,18%,9%,-5,x,x
CSc1ccccc1NC(=O)c1ccco1,u,-24%,3%,-24,-16%[11.4 µM],-8%
COCCOc1nc2c(c(=O)n(C)c(=O)n2C)n1Cc1cccc(OC)c1,1%,11µM*,-4%,u,-1%,-1%
COc1ccc2nc(Sc3c([N+](=O)[O-])nc(C)n3Cc3ccccc3)[nH]c2c1,u,u,-3%,28,-54%,-3%

Assay outcomes: PubChem BioAssay, National Center for Advancing Translational Sciences (NCATS)

No enrichment for hits; any-hit rate near 9.3%.
